Screening data as filed in PubChem.
MKP-3 inhibition = MKP-3 phosphatase inhibitors, primary screen, biochemical, rat enzyme, in vitro (AID 425). recombinant MKP-3 phosphatase activity, fluorescence; higher % means a stronger effect. 110,000 tested, 0.17% active. inhibition, % at 20 µM; hits with a dose series show IC50 in µM; in the data active means inhibition above about 50%;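 further: plate controls were vehicle for no effect and reference inhibitor for full effect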
Hsp70 inhibitors = small molecules displacing fluorescent ligand from Hsp70 – biochemical, fluorescence polarization, primary screen (AID 583); Hsp70 fluorescence polarization probe displacement, mP; higher % means a stronger effect; displacement, % at 20 µM; hits with a dose series show IC50 in µM; 140,000 tested, 0.06% active; in the data active means displacement above about 50%;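 further: plate controls were vehicle for no effect and reference ligand for full effect; a part of the inactive calls stands beside numbers as strong as those of hits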
* marks the source's active call; other numbers are inactive results; . = not tested or not shown; & = joins results of further samples. This is a subset; rates above refer to the full screens.

SMILES	MKP-3 inhibition	Hsp70 inhibitors
CCOC(=O)C1CCN(C2CC(=O)N(c3ccc(Cl)cc3)C2=O)CC1 (stereo not given)	-0.2%	-0.7%
c1ccc(COc2ccc(OCCCN3CCCCC3)cc2)cc1	.	0.3%
Cc1cccc(N=C2NC(=O)/C(=C\c3cccs3)S2)c1C	1.6%	0.9%
COc1ccc(CC(=O)n2c(CC#N)nc3ccccc32)cc1OC	-1.8%	-2.0%
COc1ccc(CCNC(=O)C(=O)Nc2ccc(Cl)c(Cl)c2)cc1OC	1.0%	6.6%
Cc1ccc(C)c(N2CCN(C(=O)CCCn3c(=S)[nH]c4cc5c(cc4c3=O)OCO5)CC2)c1	-15.8%	-1.1%
CCOC(=O)C1=C(O)/C(=C/c2cccnc2)SC1=Nc1cccc(Cl)c1	0.2%	0.2%
Cc1cc(N2CCN(C3CCCCC3)CC2)nc2cccc(O)c12	0.0%	4.6%
Cn1c(Cn2c(=O)sc3ccccc32)nnc1SCc1ccccn1	3.2%	-2.4%
Cc1ccc(C2/C(=C(/O)c3ccccc3)C(=O)C(=O)N2c2cccc(C)c2)cc1 (stereo not given)	-3.1%	8.4%
Cc1ccoc1C(=O)Nc1ccccc1Oc1ccccc1	2.7%	-1.9%
Cc1cccc(N2CCN(C(=S)c3ccccc3)CC2)c1	1.0%	0.4%
COc1ccccc1CN(CC(=O)NCc1ccco1)C(=O)CNS(=O)(=O)c1ccc(C)cc1	-14.3%	-2.6%
O=C(Nc1ccc(-c2noc(-c3cccs3)n2)cc1)c1cccnc1	-2.0%	7.9%
Cn1nnnc1SCC(=O)Nc1c(Cl)cccc1Cl	-9.3%	5.0%
CC(C)c1ccc(OCc2nc(-c3ccccn3)no2)c(Br)c1	-5.6%	-0.8%
NC(=O)Nn1c(CCC(=O)O)ccc1-c1ccc(Br)cc1	-6.7%	3.0%
O=C(NC1CCCCCC1)C1CCN(S(=O)(=O)c2cccc3cccnc23)CC1	-13.2%	4.0%
CCC(CC)C(=O)N(c1ccc(F)cc1)C1C=CS(=O)(=O)C1 (stereo not given)	-1.1%	-1.1%
Cn1c(=O)c2cc(S(=O)(=O)Nc3ccc4c(c3)OCO4)ccc2n(C)c1=O	-19.4%	-0.5%
CCN1C(=O)/C(=C\c2cc(Br)ccc2OCc2ccccc2)SC1=S	0.0%	3.5%
O=C1NC(=S)N/C1=C/c1ccc(OCc2ccccc2)c(Br)c1	-6.4%	-2.9%
CC(=O)Nc1ccc(S(=O)(=O)NNC(=O)c2cccc(Cl)c2)cc1	-3.8%	-2.1%
CC(C)(C)C(=O)OCC1OC(n2cnc(C(N)=O)n2)C(O)C1O (stereo not given)	1.7%	3.7%
COC(=O)c1ccccc1-c1ccc(/C=C2/SC(=S)N(CC(=O)O)C2=O)o1	2.0%	-76.5%
COc1ccc(-c2cc3c(ccc4ccccc43)oc2=O)cc1OC	1.9%	6.6%
C=CCNC(=O)CN(c1ccc(F)cc1)S(=O)(=O)c1ccc(OC)cc1	-6.2%	-3.9%
CCOC(=O)Cc1c(C)nc2c(-c3cccc(Br)c3)c[nH]n2c1=O	-10.6%	2.5%
Cc1ccc2c(c1)cc(CN(Cc1cccs1)C(=O)c1ccco1)c1nnnn12	-1.6%	3.2%
CCn1c(Cn2nnc(-c3ccccc3)n2)nnc1SCC(=O)Nc1ccc(C(C)=O)cc1	4.0%	-0.7%
CCC(C)NC(=O)C1CCCN(S(=O)(=O)c2ccc(-n3cnnn3)cc2)C1 (stereo not given)	-4.5%	2.1%
O=C(CSc1nc2ccc(N3C(=O)c4ccccc4C3=O)cc2s1)c1ccc(Cl)cc1	3.9%	-1.6%
Cc1cc(C)c(NC(=O)CSc2nnc(-c3ccncc3)n2Cc2ccco2)c(C)c1	3.5%	3.0%
CC(C)OCCCN1CN(S(=O)(=O)c2ccccc2)c2nc3ccccc3nc21	-2.5%	-1.8%
O=C(Nc1ccc(Cl)cc1)Nc1ccc(F)c(Cl)c1	2.7%	2.7%
CCOC(=O)C1=NNC2(c3ccc(Cl)cc3)C(=O)N(c3cccc(OC)c3)C(=O)C12 (stereo not given)	2.4%	2.1%
COc1ccc(C(=O)O/N=C2\CCCc3c2ccc(O)c3C)cc1OC	1.7%	0.9%
COCCn1nnnc1C(CC(C)C)N1CCN(c2cccc(OC)c2)CC1 (stereo not given)	-4.8%	1.8%
COCCn1c(-c2ccc(-c3ccccc3Cl)o2)nc2c1c(=O)[nH]c(=O)n2CC(C)C	1.7%	-33.0%
O=S(=O)(NC1CC1)c1ccc(S(=O)(=O)N2CCCC3(CCCCC3)C2)cc1	-5.5%	6.3%
CC(NC(=O)COc1ccc(Br)cc1)c1ccccc1 (stereo not given)	3.9%	-0.6%
COc1ccc2c(c1)[nH]c1c(=O)n(CCN(C)C)cnc12	-1.4%	5.7%
COC(=O)c1c(-c2ccccc2)csc1NC(=O)C1CCCCC1C(=O)O (stereo not given)	-0.4%	7.4%
O=C(Nc1ccccc1-c1ccccc1)c1ccc(NC(=O)c2ccco2)cc1	.	4.5%
COc1ccc(CC(NC(=O)c2ccccc2)C(=O)NCC(=O)O)cc1 (stereo not given)	-1.8%	-0.7%
CCCC(=O)Nc1nc(-c2ccccc2)cs1	0.4%	-7.9%
Cc1ccc(NC(=S)NC(=O)c2ccc(F)cc2)cc1Br	-0.5%	-0.1%
COC(=O)c1ccc(C(=O)OC)c(NC(=O)c2cc(Cl)ccc2Cl)c1	0.4%	0.5%
Cc1cc(OCC(=O)Nc2c(C(C)C)cccc2C(C)C)cc(C)c1Cl	-1.9%	-0.8%
O=C(CCc1ccccc1)Nc1ccc(N2CCOCC2)cc1	-6.3%	4.0%
CC1=C(C(=O)Nc2ccc(C)cc2)C(c2ccc(Cl)cc2)NC(=S)N1 (stereo not given)	-0.4%	-4.1%
CCCc1nc2sc3c(c2c(=O)n1NC(=O)CCC(=O)O)CCCC3	.	-1.0%
O=c1[nH]c2cc3c(cc2cc1C(c1nnnn1C1CCCC1)N1CCCc2ccccc21)OCCO3 (stereo not given)	6.4%	-1.6%
COc1ccc2[nH]c3c(NCc4ccco4)ncnc3c2c1	.	-3.4%
N#Cc1ccccc1NC(=O)CSc1nnc(-c2ccc(F)cc2)n1-c1ccccc1	.	4.0%
N/C(=N/OCC(=O)Nc1ccc(F)cc1)c1nonc1N	3.3%	2.8%
CCOC(=O)N1CCN(C(=O)c2oc3ccc(S(=O)(=O)N4CCOCC4)cc3c2C)CC1	-2.5%	3.1%
Cc1cc(NC(=O)CSc2nnc(-c3cccnc3)n2C)no1	-3.9%	1.5%
CC1(C)Cc2c(sc3[nH]c(=S)n(CCc4ccccc4)c(=O)c23)CO1	0.9%	-0.5%
O=C(CSc1ncnc2c1oc1ccccc12)NCC1CCCO1 (stereo not given)	.	3.6%
Going on with the list:
SMILES	MKP-3 inhibition	Hsp70 inhibitors
CC1CN(c2oc(-c3ccco3)nc2C#N)CC(C)O1 (stereo not given)	0.3%	3.3%
CCOC(=O)C1C(=O)CC(C)(O)C(C(=O)OCC)C1c1cccc(OC(F)(F)C(F)F)c1 (stereo not given)	-7.0%	-0.5%
CCc1nc(NCc2ccc3c(c2)OCO3)c2oc3ccccc3c2n1	.	5.9%
CC(C)NC(=O)c1cc2c(-c3ccc(Cl)cc3)nn(C)c2s1	-2.8%	-1.6%
COc1cccc(OCCCOc2ccc(C)c(C)c2)c1	-1.6%	-1.4%
O=C(CSc1nc(N2CCCCC2)nc(N2CCCCC2)n1)NC1CCCCC1	1.1%	-0.3%
O=C1C2C3c4ccccc4C(C(=O)O)(c4ccccc43)C2C(=O)N1c1cccc([N+](=O)[O-])c1 (stereo not given)	-0.4%	-1.6%
CCN(CC)S(=O)(=O)c1ccc(C(=O)OCn2nnc3ccccc3c2=O)cc1	.	2.0%
O=C(NCC1CCCO1)C(c1cccs1)N(Cc1cccs1)C(=O)Cn1nnc(-c2cccs2)n1 (stereo not given)	.	-1.9%
N#Cc1c(/N=C/c2cccs2)sc2c1CCCCC2	-6.9%	-4.9%
Cc1nc2nc(SCC(=O)NCc3ccco3)nn2c(C)c1Cc1c(F)cccc1Cl	-1.1%	5.4%
CCOc1cccc(C(=O)NCc2ccncc2)c1	-0.8%	-2.2%
FC(F)(F)c1nnc2ccc(N3CCOCC3)nn12	-3.0%&1.1%	3.1%
COc1ccc(C2=NN(C(C)=O)C(c3ccccc3OC)C2)cc1 (stereo not given)	1.6%	-3.4%
COc1cc(NC(=O)CN2CC(c3ccccc3)CC2=O)cc(OC)c1 (stereo not given)	-3.7%	1.5%
O=C(c1cnn(-c2ccccc2)c1-n1cccc1)N1CCN(C2CCCCC2)CC1	-2.6%	-3.6%
Cc1ccc(C)c2[nH]c(=O)c(C(c3nnnn3CCc3ccccc3)N3CCOCC3)cc12 (stereo not given)	-0.4%	-3.6%
COc1ccc(CCN=C(Nc2ccccc2)SC2CC(=O)N(c3ccc(F)cc3)C2=O)cc1 (stereo not given)	3.6%	2.8%
CCOC(=O)c1csc(NC(=O)CSc2nnnn2CC)n1	-16.8%	0.7%
CCCOc1ccc(C(=O)Nc2cccc(C(=O)Nc3nccs3)c2)cc1	2.2%	3.0%
CN1CCN(c2nc3c(c(=O)n(C)c(=O)n3C)n2CC(=O)C23CC4CC(CC(C4)C2)C3)CC1	-9.5%	1.3%
COc1ccc(C(C)=O)cc1COc1ccc(-n2cnnn2)cc1	.	5.7%
CC1=[N+]([O-])C(C)(C)C(C)N(O)C1=O (stereo not given)	-17.5%	-0.3%
CCC1(C(=O)OC)NC(c2ccco2)C2C(=O)N(c3ccccc3)C(=O)C21 (stereo not given)	-12.1%	5.0%
Oc1ccc(-n2cnnn2)cc1	.	-2.3%
CCc1nnc(NC(=O)CSc2nc3c(cc2C#N)CCC3)s1	-6.6%	-3.3%
CC(NS(=O)(=O)c1ccc(Br)cc1)C1C2CC3CC(C2)CC1C3 (stereo not given)	-4.6%	0.1%
O=C(Cc1ccc(Cl)cc1)N/N=C/Cc1ccccc1	0.0%	-2.0%
CCC1(CO)COC(c2ccco2)OC1 (stereo not given)	-1.4%	0.3%
CC(C)C(=O)Nc1ccc(O)cc1C(=O)O	2.3%	.
COc1ccc(C(=O)Nc2ccc(Cl)cn2)cc1Cl	6.4%	-2.3%
COC(=O)c1[nH]c2ccc(C)cc2c1NC(=O)CN1CCc2cc(OC)c(OC)cc2C1	-7.9%	-3.9%
O=C(NCC1CCCO1)c1ccc(CS(=O)(=O)c2ccc(Cl)cc2)o1 (stereo not given)	.	2.7%
CCOc1ccccc1C1CC(=O)Nc2cc3c(cc21)OCCO3 (stereo not given)	-7.0%	3.4%
CC(NC(N)=O)C(=O)OCc1ccc(Cl)cc1Cl (stereo not given)	.	-3.7%
COC(=O)c1cccc2c1NC(=O)C2=O	7.9%	1.7%
CC(C)COc1ccc(C(=O)NC(CC(C)C)C(=O)O)cc1 (stereo not given)	1.1%	-1.6%
N[C@@H](Cc1cc(I)c(Oc2ccc(O)c(I)c2)c(I)c1)C(=O)O	-8.0%	6.3%
COc1ccc(CN2CCN(C(=O)CN3C(=O)C4C5C=CC(C5)C4C3=O)CC2)c(OC)c1OC (stereo not given)	-5.0%	1.4%
Cn1nnnc1SCC(=O)N1CCN(c2cccc(Cl)c2)CC1	-1.9%	-1.1%
C=C(C)Cn1c(CCNC(=O)CCC)nc2ccccc21	-1.8%	1.4%
Cc1ccc2c(c1)CCCN2C(=O)c1ccc2c(c1)OCO2	-7.3%	-4.5%
COc1ccc(-c2nnc(N)s2)cc1	-17.1%&-3.0%	0.4%&-0.8%
Cc1cccc2cc(C#N)c(SCC(=O)N3CC(=O)Nc4ccccc43)nc12	-3.3%	-16.5%
O=C(c1ccccc1F)N1CCN(c2ccc(Cl)cc2[N+](=O)[O-])CC1	2.8%	-2.1%

Entries of single compounds, quoted from the list. Order of screens: MKP-3 inhibition	Hsp70 inhibitors
N[C@@H](Cc1cc(I)c(Oc2ccc(O)c(I)c2)c(I)c1)C(=O)O is entered as -8.0%	6.3%
C=C(C)Cn1c(CCNC(=O)CCC)nc2ccccc21 is entered as -1.8%	1.4%
COc1ccc(CN2CCN(C(=O)CN3C(=O)C4C5C=CC(C5)C4C3=O)CC2)c(OC)c1OC (stereo not given) is entered as -5.0%	1.4%

(listing goes on)
SMILES	MKP-3 inhibition	Hsp70 inhibitors
c1ccc(CCc2nc(-c3ccncc3)no2)cc1	-6.6%	8.2%
COc1ccc(Br)cc1C(=O)Nc1cccc(-c2nnc(-c3ccco3)o2)c1	-4.0%	24.2%
Cc1sc2nc(C(C)Sc3nnc(C)n3-c3ccccc3)[nH]c(=O)c2c1C (stereo not given)	-13.7%	-5.6%
C#CCSc1nnc(-c2cccc3ccccc23)o1	-6.2%	-0.3%

Structures shown so far that have two or more sulfur atoms, in the order listed:
SMILES	MKP-3 inhibition	Hsp70 inhibitors
Cc1cccc(N=C2NC(=O)/C(=C\c3cccs3)S2)c1C	1.6%	0.9%
Cn1c(Cn2c(=O)sc3ccccc32)nnc1SCc1ccccn1	3.2%	-2.4%
CCN1C(=O)/C(=C\c2cc(Br)ccc2OCc2ccccc2)SC1=S	0.0%	3.5%
COC(=O)c1ccccc1-c1ccc(/C=C2/SC(=S)N(CC(=O)O)C2=O)o1	2.0%	-76.5%
O=C(CSc1nc2ccc(N3C(=O)c4ccccc4C3=O)cc2s1)c1ccc(Cl)cc1	3.9%	-1.6%
O=S(=O)(NC1CC1)c1ccc(S(=O)(=O)N2CCCC3(CCCCC3)C2)cc1	-5.5%	6.3%
CC1(C)Cc2c(sc3[nH]c(=S)n(CCc4ccccc4)c(=O)c23)CO1	0.9%	-0.5%
O=C(NCC1CCCO1)C(c1cccs1)N(Cc1cccs1)C(=O)Cn1nnc(-c2cccs2)n1 (stereo not given)	.	-1.9%
N#Cc1c(/N=C/c2cccs2)sc2c1CCCCC2	-6.9%	-4.9%
CCOC(=O)c1csc(NC(=O)CSc2nnnn2CC)n1	-16.8%	0.7%
CCc1nnc(NC(=O)CSc2nc3c(cc2C#N)CCC3)s1	-6.6%	-3.3%
Cc1sc2nc(C(C)Sc3nnc(C)n3-c3ccccc3)[nH]c(=O)c2c1C (stereo not given)	-13.7%	-5.6%
